Screens deposited in PubChem BioAssay by Sanford-Burnham Center for Chemical Genomics.
SENP1 inh: blocks the human SENP1 SUMO protease catalytic domain | Q9P0U3 | recombinant SENP1 catalytic domain, CyPet-SUMO1-YPet FRET cleavage | inhibition, % at 10 µM | actives 0.21% (n = 360,000) | AID 624204;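 active = inhibition at least 30% at 10 µM, raw YFP signal under a set limit, fluorescence ratio 0.5 to 1.5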;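 note: 0% = enzyme with DMSO and 100% = no enzyme wells; some results filed as inactive read as strong as hits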
Target sequence (Q9P0U3 419-644 limits assumed): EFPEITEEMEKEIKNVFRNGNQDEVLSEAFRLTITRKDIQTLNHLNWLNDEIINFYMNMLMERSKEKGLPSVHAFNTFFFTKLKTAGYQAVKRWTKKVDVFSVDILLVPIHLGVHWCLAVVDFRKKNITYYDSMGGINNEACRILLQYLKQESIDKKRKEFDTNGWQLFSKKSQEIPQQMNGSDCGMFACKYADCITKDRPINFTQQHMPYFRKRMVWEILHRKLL
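Test system: hSENP1 catalytic domain, recombinant; Amount: 20 pM final SENP1 enzyme; Medium: Tris pH 8 buffer plus EDTA, NaCl, BME, BSA, NP40, catalase; Schedule: 50 min enzyme reaction, room temperature, light-protected; Technique: FRET fluorescence in CFP and YFP emission channels; Controls: no-enzyme wells low, DMSO-plus-enzyme wells high control.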
* = called active by the depositor. An excerpt; count on the stated rates, not on these rows.

A first look (4 entries):
SMILES | SENP1 inh
CCc1nc2c(OCC(=O)N3CCOCC3)cccn2c1N(C=O)Cc1ccccc1 | -12
COc1ccc(C(CC(=O)O)c2cc(OC)c(OC)c(OC)c2)cc1OC (stereo not given) | 2
CCCC1(CC)C(=O)NC(=O)N=C1N (stereo not given) | 1
CCN(CC)CCCNC(=O)CNC(=O)c1nn(-c2ccc(OC)cc2OC)c(=O)c2ccccc12 | -1

All compounds of this part, previewed entries included:
SMILES | SENP1 inh
CCc1nc2c(OCC(=O)N3CCOCC3)cccn2c1N(C=O)Cc1ccccc1 | -12
COc1ccc(C(CC(=O)O)c2cc(OC)c(OC)c(OC)c2)cc1OC (stereo not given) | 2
CCCC1(CC)C(=O)NC(=O)N=C1N (stereo not given) | 1
CCN(CC)CCCNC(=O)CNC(=O)c1nn(-c2ccc(OC)cc2OC)c(=O)c2ccccc12 | -1
COc1ccccc1-c1cnc(C(O)c2ccc(SC)cc2)[nH]1 (stereo not given) | 1
CCc1nc2ccc(C(=O)N(C)Cc3ccccc3)cn2c1N(CC)Cc1cccc(Br)c1 | -2
Cc1ccccc1S(=O)(=O)N(C)C[C@H]1OCc2cnnn2CCCC(=O)N([C@@H](C)CO)C[C@H]1C | 3
Nc1ncnc2c1ncn2[C@@H]1O[C@H](C(=O)N[C@H]2c3ccccc3C[C@H]2OC=O)[C@@H](O)[C@H]1O | 0
O=C(NCc1cccnc1)c1cc(C2CCCN(C(=O)c3cccs3)C2)on1 (stereo not given) | 3
CN(C(=O)COc1ccccc1)c1ccc([N+](=O)[O-])cc1 | 2
COC(=O)C1CC2=C(CCCC2=O)NC1=O (stereo not given) | 0
O=C(C=C(C(=O)c1ccccc1)c1ccccc1)c1ccccc1 | 3
Oc1cccc(CCc2ccccn2)c1 | -1
COc1cc(CNc2ncnc3c2ncn3[C@H]2CN(Cc3cccc(C(F)(F)F)c3)C[C@@H](CO)O2)cc(OC)c1OC | 0
CCOC(=O)C1=C[C@@H](CC)N(S(=O)(=O)c2ccc([N+](=O)[O-])cc2)[C@H]1c1ccccc1 | 2
CC(O)(c1cccnc1)c1nc(-c2cccc(F)c2)cs1 (stereo not given) | 0
COc1ccc(CNS(=O)(=O)CCNCCc2ccccc2)cc1 | 2
O=C(COC(=O)C1=COCCO1)NCc1ccc(Cl)cc1Cl | 1
COCCNC(=S)N1CCC(C(=O)c2ccc(F)cc2)CC1 | 0
CC(N)c1csc(Nc2ccc(C(=O)NCCCO)cn2)n1 (stereo not given) | -4
CC(C)N(C)c1ncnc2c1ncn2[C@H]1CN(Cc2ccc(Cl)cc2)C[C@@H](CO)O1 | 1
CCNC(=O)C1(C)CCCN1C(=O)c1cc(OC)c(OC)c(OC)c1 (stereo not given) | 2
Cc1cccc(N(Cc2ccccc2)C(=O)CCl)c1 | 2
COc1ccc(CN2C[C@@H](CO)O[C@@H](n3cnc4c(N5CCN(CCO)CC5)ncnc43)C2)cc1 | -1
C[C@@H]1CN([C@H](C)CO)C(=O)c2cc(Br)cnc2O[C@H]1CN(C)C(=O)Cc1ccccc1 | -2
CC(=O)NC(c1ccccc1)c1nc(-c2ccc(C)c(C)c2)cs1 (stereo not given) | 2
CCc1ccc(NC(=O)c2ccc3c(c2)CCN3S(C)(=O)=O)cc1 | 3
CC1C(=O)c2ccccc2CC1C(=O)O (stereo not given) | 3
COc1ccc(C(=O)C[C@@H]2OC[C@H](Cc3ccccc3)N2S(=O)(=O)c2ccc(C)cc2)cc1OC | 2
O=C(NCC(O)c1nc2ccccc2[nH]1)c1ccc(Br)cc1 (stereo not given) | 2
CC(=O)Nc1cc(-c2cccc(C(=O)N(C)C)c2)cn2c(-c3cccc(C(=O)N(C)C)c3)cnc12 | -3
CC(C)C[C@H]1CNC(=S)N1CC1CCN(CCCC2CCCCC2)CC1 | 4
COc1cc(S(=O)(=O)n2ccc(C)n2)c(C)cc1C | 2
Cc1ccc(S(=O)(=O)N2C[C@]3(O)C[C@@H]4C(=O)N(c5ccccc5)C(=O)[C@@H]4C[C@]3(OC(=O)Nc3cccs3)C2)cc1 | 2
CC1(c2cccc3ccccc23)OC(=O)c2ccccc21 (stereo not given) | 3
COc1cc(-c2nnc(-c3ccc(S(=O)(=O)c4ccccc4)cc3)o2)cc(OC)c1OC | 3
C[C@H]1CCCCO[C@@H](CN(C)S(=O)(=O)c2ccc(Cl)cc2)[C@@H](C)CN([C@@H](C)CO)C(=O)c2cc(NS(=O)(=O)c3ccccc3)ccc2O1 | 0
CC1=C(C(=O)N(C)C)CC(CC(=O)NC2CCCC2)C(=O)N1Cc1ccc(F)cc1 (stereo not given) | 1
O=C(Nc1cccc(C(F)(F)F)c1)C1Cc2c(-c3ccccc3Oc3ccccc3)ccnc2O1 (stereo not given) | -3
CCN(CC(=O)Nc1cccc(OC)c1)C(=O)c1cccc(S(=O)(=O)N2CCc3ccccc32)c1 | 1
CCCCC(=O)NC(=S)NNC(=O)c1ccc(Cl)cc1Cl | 2
Cn1nc(NC(=O)C(F)(F)F)c2ncc(-c3ccccc3)nc21 | 3
CCCCn1c(NCc2ccc(OC)cc2O)nc2ccccc21 | 2
CC(C)[C@@H](NC(=O)OC(C)(C)C)c1cc(C(=O)c2c(-c3ccccc3)[nH]c3ccccc23)c(N)s1 | 1
O=[N+]([O-])c1ccc(C=CC=Cc2ccccc2)cc1 | -34
CCn1c2ccccc2c2cc(NC(=O)N3CCCCC3)ccc21 | 2
CC(=O)N1c2ccccc2Sc2ccc3ccccc3c21 | 0
O=C(CN1C(=O)NC2(CCc3ccccc32)C1=O)NC1CCCCC1 (stereo not given) | 0
CC(C)(C)OC(=O)N(CCc1ccccc1)Cc1ccc(OCc2cccc(NC(=O)c3ccccc3)c2)cc1 | -3
CCC1(c2ccccc2)SC(=O)NC1=O (stereo not given) | 0

Carrying on.
SMILES | SENP1 inh
Cc1cc2nc(-c3nnnn3-c3c(C)cccc3C)c(=O)[nH]c2cc1C | -24
CC(C)C[C@@H](CN1CCCC1CN1C(=S)NC[C@@H]1Cc1ccccc1)N1C[C@H](Cc2ccccc2)N(CC2CCCCC2)C1=S (stereo not given in full) | -6
C[C@@H]1CCCCO[C@@H](CN(C)S(=O)(=O)c2cccs2)[C@@H](C)CN([C@H](C)CO)C(=O)c2cc(NS(=O)(=O)c3ccccc3)ccc2O1 | 13
O=C(NCCc1ccccc1)c1ccc(S(=O)(=O)N2CCCCC2)cc1 | 2
CC(C)(C)OC(=O)N1CCC(C(=O)Nc2cccc(C(=O)NCCCc3ccccc3)c2)CC1 | 0
OCCN(Cc1ccccc1)Cc1ncccc1O | -2
CC(C)(C)S(=O)N1Cc2cc(C(=O)N3CCc4ccccc4C3)nc(-c3cccc(-c4cccnc4)c3)c2[C@@H]1CCO (stereo not given in full) | -16
O=C(Cc1ccccc1)Nn1c(O)c(/C=C2\C=Nc3ccccc32)sc1=S | -25
COc1cc(OC)cc(C(=O)NCC(=O)NCCN2C(=O)S/C(=C\c3ccccc3Cl)C2=O)c1 | 0
COc1ccc(S(=O)(=O)N2CCCCCC2)cc1NC(=O)CCNC(=O)c1ccccc1Cl | -2
COc1ccc(-c2ccc(C(=O)N3CCN(C)CC3)c3occc23)c(C)c1 | -1
Cc1cc(O)c(C(C)C)cc1N=Cc1ccc([N+](=O)[O-])cc1 | 2
CCOC(=O)c1ccc(NC(=O)CN2CCN(CCN=CC3=C(O)CC(C)(C)CC3=O)CC2)cc1 | -1
CCCC(=O)N1CCC1(C)C(=O)Nc1cc(C)ccc1C (stereo not given) | 0
COc1ccc(NC(=O)c2cc(C3CCCCN3S(=O)(=O)c3ccc(C#N)cc3)on2)c(C)c1 (stereo not given) | -1
CN(C)C(CNC(=O)c1cccc(S(=O)(=O)N2CCc3ccccc3C2)c1)c1ccccc1 (stereo not given) | 3
COC(=O)[C@]12CCCCC=C1N(Cc1ccc(Cl)cc1Cl)C(=O)[C@H](CC(=O)NCc1ccc(C)o1)C2 | -1
COc1ccc(N2CCN(C(=O)/C=C/[C@H]3O[C@@H](n4ccc(=O)[nH]c4=O)[C@H](O)[C@@H]3O)CC2)cc1 | -2
O=C(Nc1cccc(F)c1)Nc1nnc([C@@H]2O[C@H](CO)[C@@H](O)[C@H]2O)s1 | 3
Cc1ccc(NC(=O)CN(C2=NC3CS(=O)(=O)CC3S2)c2ccccc2)cc1 (stereo not given) | 2
O=C1CC[C@@H]2C[C@@]3(C[C@@H]4CCN1[C@H]24)Nc1cc([N+](=O)[O-])ccc1NC3=NCc1ccccc1 | 55*
CC(C)=CCC[C@H](C)C[C@@H]1Cc2[nH][nH]c(=O)c2[C@H](c2ccc(Cl)cc2)O1 | 0
COc1ccccc1-n1cnc2cc(NCc3ccco3)ccc21 | -31
COc1cccc(-c2nc3nc(C)cc(C)n3c2NC2CCCCC2)c1 | 2
O=S1(=O)CC(N2CCN(Cc3ccccc3F)CC2)CN1Cc1cn(Cc2cccc(Cl)c2)nn1 (stereo not given) | 0
COC(=O)c1cccc(NC(=O)CCCOc2ccccc2)c1 | 0
O=C(NCc1ccccc1)c1ccc(S(=O)(=O)N2CCCCCC2)cc1 | 0
O=C(Nc1cccc(F)c1)c1ccc(-c2cccnc2)c2ccoc12 | 0
COc1ccc(-c2ccc(OC)c(OC)c2OC)c(OC)c1OC | 0
CC1(Cc2cccc(F)c2)C(=O)Nc2ccc(S(=O)(=O)NC3CCCCC3)cc21 (stereo not given) | 2
Cc1ccc(S(=O)(=O)N=N/C=C2\C=CC=CN2O)cc1 | -1
C=COC(=O)NC1CCc2cc(OC)c(OC)c(OC)c2-c2ccc(SC)c(=O)cc21 (stereo not given) | -5
Cc1cc(C(=O)COC(=O)c2cc(O)c3ccccc3c2O)c(C)n1CC1CCCO1 (stereo not given) | -24
CC(=O)c1ccccc1OCC(=O)Nc1cccc(S(=O)(=O)N2CCCC2)c1 | 3
CC(C)[C@H](NC(=O)[C@@H]1Cc2c([nH]c3ccccc23)C2c3ccccc3C(=O)N21)C(=O)N1CCC[C@H]1C(=O)O (stereo not given in full) | -45
NS(=O)(=O)c1ccc(CCNc2nn3c(-c4ccc(F)c(Cl)c4)cnc3s2)cc1 | 1
COc1ccc(/C=N/n2c(SC)nnc2-c2ccccc2)c(OC)c1OC | 1
Cc1ccccc1CNC(=O)c1ccc2nc([C@@H]3O[C@H](CO)[C@H](O)[C@H](O)[C@H]3O)[nH]c2c1 | -2
CC(C)C#Cc1ccc2c(c1)O[C@@H](CN(C)C(=O)c1cnccn1)[C@@H](C)CN([C@@H](C)CO)S2(=O)=O | -3
C=C[C@]1(C)C=C2C(=O)C[C@H]3C(C)(C)CCC[C@]3(C(=O)O)[C@@]2(O)CC1 | -1
OC(c1ccc(Cl)c(F)c1)c1ncc(-c2ccc(Oc3ccccc3)cc2)[nH]1 (stereo not given) | -2
CN1C=CC(=O)[C@@H](OC(=O)Nc2ccc(Br)cc2)[C@H]1c1ccccc1Br | -1
CC1N=C(SCC(=O)c2ccc(F)cc2)N2C(C)N=C(SCC(=O)c3ccc(F)cc3)N12 (stereo not given) | 18
CC(=O)Nc1cccc(C(=O)OCC(=O)NC(=O)NC2CCCC2)c1 | 2
CC1=CC(=O)C2=C(C)CCC3C(C)C(=O)OC3C12 (stereo not given) | -1
N#Cc1ccc(S(=O)(=O)NCCc2ccncc2)cc1 | 2
COc1cc(NC(=O)CN2C(=O)COc3ccccc32)cc(OC)c1 | -1
CN(C(=O)C1CC1)c1ccccc1 | 1
C[C@@H]1CN([C@H](C)CO)C(=O)CCCn2nncc2CO[C@H]1CN(C)S(=O)(=O)c1ccc(C#N)cc1 | 0
Cc1ccc(C2C=CC(C#N)=CN2Cc2ccccc2)cc1 (stereo not given) | -46

Next part:
SMILES | SENP1 inh
COc1ccc(CCN2C(=O)COc3ccccc3C2C(=O)Nc2ccc3c(c2)OCCO3)cc1OC (stereo not given) | 0
CCCCn1nnnc1C(c1ccccc1)N1CCN(Cc2c(F)cccc2Cl)CC1 (stereo not given) | 2
CC(Sc1n[nH]c(-c2cccs2)n1)C(=O)Nc1ccccc1F (stereo not given) | -1
C[C@@H]1CCCCO[C@@H](CN(C)S(=O)(=O)c2ccc(F)cc2)[C@@H](C)CN([C@H](C)CO)C(=O)c2cc(NC(=O)c3ccccc3)ccc2O1 | 1
O=S1c2ccccc2Sc2ccccc21 | 0
CCN(CC)CCNc1c(C)cc(CO)c(Cl)c1C | -1
NC(=N\N=Cc1ccco1)/C(N)=N/N=Cc1ccco1 | 3
COC(=O)[C@@]1(Cc2ccc(F)cc2)[C@H]2c3cc(C(=O)N(C)C)n(Cc4ccc(S(C)(=O)=O)cc4)c3C[C@H]2CN1C(=O)c1ccccc1 | 2
CN(C(=O)c1cccc(NC(=O)Cc2ccc(NC(=O)C3CCCN(C(=O)C4CCCC4)C3)cc2)c1)C1CCCC1 (stereo not given) | 5
COC(=O)[C@]12CCCCC=C1N(Cc1ccc(Cl)cc1Cl)C(=O)[C@H](CC(=O)N1CCOCC1)C2 | 3

Five entries already listed, arranged by the value under SENP1 inh, rising:
SMILES | SENP1 inh
CC(C)C[C@@H](CN1CCCC1CN1C(=S)NC[C@@H]1Cc1ccccc1)N1C[C@H](Cc2ccccc2)N(CC2CCCCC2)C1=S (stereo not given in full) | -6
COc1ccc(CN2C[C@@H](CO)O[C@@H](n3cnc4c(N5CCN(CCO)CC5)ncnc43)C2)cc1 | -1
CC(O)(c1cccnc1)c1nc(-c2cccc(F)c2)cs1 (stereo not given) | 0
N#Cc1ccc(S(=O)(=O)NCCc2ccncc2)cc1 | 2
CC(C)C[C@H]1CNC(=S)N1CC1CCN(CCCC2CCCCC2)CC1 | 4
